Source: PubChem BioAssay (several laboratories)
Furin inhibitor = blocks human furin protease activity; purified furin, fluorogenic substrate cleavage; inhibition, % at 30 µM; 220,000 tested, 0.061% active; in the data active means inhibition above about 25%; further: inactives centre near -15
KCC2 mod = modulates chloride dependent transport by human KCC2 | Q9H2X9 | 190,000 tested, 2.2% active | B-score of Tl+ flux slope (higher = more flux/activation; lower = inhibition) at 10 µM | AID 1456 | KCC2 cells, thallium flux FluoZin-2 fluorescence;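 active means thallium flux slope and its plate-corrected score both differing from the plate sample mean at a set confidence after two filtering rounds, in either direction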;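 further: slope of fluorescence scaled to starting intensity during 10 to 20 s after thallium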
hK5 inh = blocks human kallikrein 5 protease activity. inhibition, % at 5 µM. Q9Y337. 210,000 tested, 0.59% active. recombinant hK5, fluorogenic AMC substrate cleavage;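 active means inhibition of 40% or more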;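 further: 0% = enzyme controls without compound and 100% = no-enzyme blanks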
Target sequence (Q9Y337 67-293 limits assumed): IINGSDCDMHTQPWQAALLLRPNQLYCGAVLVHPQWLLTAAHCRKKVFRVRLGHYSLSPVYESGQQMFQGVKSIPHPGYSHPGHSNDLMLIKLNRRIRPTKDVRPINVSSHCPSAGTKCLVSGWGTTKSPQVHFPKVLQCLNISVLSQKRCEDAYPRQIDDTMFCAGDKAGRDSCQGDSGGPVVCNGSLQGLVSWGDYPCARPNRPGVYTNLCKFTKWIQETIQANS
PERK inhibitor = inhibitors of human PERK kinase | CHO PERK-DD fusion, SEAP luminescence translation reporter | inhibition, % at 5.6 µM | 220,000 tested, 0.17% active | AID 1416;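 active means inhibition above the mean inhibition of all tested compounds plus 3 SD, set separately per screening campaign, cut at about 2.9% in these data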;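 further: PERK kinase domain activated by AP20187 dimerizer at 100 nM; 0% = DMSO with dimerizer and 100% = rapamycin at 8.4 µM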
thrombin 1536 = thrombin (human) inhibition | inhibition, % at 5 µM | P00734 | 220,000 tested, 0.26% active | alpha-thrombin, Boc-VPR-AMC fluorogenic substrate cleavage;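 active means inhibition at or above 40%; inactive means inhibition below 40%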;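 further: 0% = enzyme with no compound and 100% = wells without enzyme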
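System: Human alpha-thrombin protein | Medium: pH 7.5 Tris (50 mM) with NaCl 150 mM, Tween 20 0.05% | Times: Enzyme reaction carried out at room temperature | Detection: AMC fluorescence, 355/460 nm | Evaluation: Percent inhibition scaled between no-compound controls and no-enzyme blanks | Benchmarks: Enzyme without compound as high, wells lacking enzyme as low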
p97 ATPase inh = inhibitors of human p97 ATPase; P55072; recombinant p97 ATPase, Kinase-Glo ATP luminescence, 3 h; inhibition, % at 8 µM; 220,000 tested, 0.42% active; AID 1481; in the data active means inhibition above about 15%;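 further: 0% = DMSO vehicle and 100% = wells lacking enzyme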
Wee1 stabilizer = blocks degradation of human Wee1 kinase. HeLa Luc-Wee1K328M stability, luciferase luminescence; 100% = proteasome inhibitor MG132 effect. reporter increase, % at 5 µM. 220,000 tested, 1.2% active;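 active means activation above the mean of all tested compounds plus 3 SD, set per screening run, cut at about 8.8% in these data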;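 further: cells exposed to compound for 20 h before luminescence read; 0% = DMSO alone and 100% = MG132 at 30 µM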
FXIa inh = blocks human coagulation factor XIa protease activity. P03951. purified FXIa, Boc-Glu-Ala-Arg-AMC fluorogenic substrate. inhibition, % at 5 µM. 220,000 tested, 0.14% active. AID 798;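 active means inhibition of at least 40%; inactive means inhibition below 40%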;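 further: fluorescence of freed AMC excited at 355 nm; 0% = enzyme without compound and 100% = no enzyme blank; many of its hits are not listed in these tables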
Target sequence (P03951 19-387 limits assumed): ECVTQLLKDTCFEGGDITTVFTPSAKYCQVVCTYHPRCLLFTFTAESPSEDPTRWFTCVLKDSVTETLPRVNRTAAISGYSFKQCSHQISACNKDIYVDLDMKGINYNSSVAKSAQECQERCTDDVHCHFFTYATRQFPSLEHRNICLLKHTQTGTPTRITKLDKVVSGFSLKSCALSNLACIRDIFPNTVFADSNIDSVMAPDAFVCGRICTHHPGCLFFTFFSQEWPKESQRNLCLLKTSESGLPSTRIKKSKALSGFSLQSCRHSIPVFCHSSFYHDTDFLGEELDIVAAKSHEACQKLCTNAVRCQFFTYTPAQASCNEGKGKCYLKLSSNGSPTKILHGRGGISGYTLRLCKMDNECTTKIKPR
Target sequence (P03951 388-625 limits assumed): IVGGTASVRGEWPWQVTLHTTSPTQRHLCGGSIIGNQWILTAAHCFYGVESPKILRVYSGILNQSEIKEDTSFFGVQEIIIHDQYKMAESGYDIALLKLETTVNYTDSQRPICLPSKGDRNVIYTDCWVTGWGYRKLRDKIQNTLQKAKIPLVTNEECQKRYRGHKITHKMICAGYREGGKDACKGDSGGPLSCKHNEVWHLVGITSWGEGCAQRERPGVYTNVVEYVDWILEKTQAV
FXIIa inh 1536 = blocks human coagulation factor XIIa protease activity; P00748; purified FXIIa, Boc-QGR-AMC fluorogenic substrate, 2 h; AID 800; 220,000 tested, 0.3% active; inhibition, % at 5 µM; in the data active means inhibition above about 40%;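 further: 0% = enzyme with no compound and 100% = blank without enzyme; many of its hits are not listed in these tables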
Starred values were filed as active, the others as inactive; / = not tested or not shown; [ ] = remark or other dose.

The first eight compounds, to show the layout:
Every second line gives: FXIIa inh 1536	KCC2 mod	FXIa inh	Furin inhibitor	hK5 inh	PERK inhibitor	p97 ATPase inh	Wee1 stabilizer	thrombin 1536
NNC(=O)c1cncc(Br)c1
  7	-1.9	1	-11	-1	-0.2	-5	-1	-1
O=C(NCc1ccco1)c1ccc2c(c1)N(Cc1ccccc1)C(=O)CS2
  7	-0.43	-1	-12[20 µM]	2	-2.6	-1	2	2
CN1CCN(CC(=O)Nc2ccccc2Oc2ccccc2)CC1
  5	0.45	0	-14	-6	-0.2	7	0	0
COc1ccc(OC)c(CNc2ccc([N+](=O)[O-])cc2C)c1
  100*	0.02	5	-9	0	-0.2	-3	6	-4
CC(=O)N(C1=C(O)c2ccccc2C(=O)C1=O)C1CCCCC1
  19	-0.26	13	-3	-1	0.7	-4	0	-1
CCC(CO)Nc1ncnc2c1cnn2-c1ccc(OC)cc1 (stereo unspecified)
  21	0.099	17	-27	-3	0.6	-3	5	-4
COc1ccc(NC(=O)CSC2=NCCN2)cc1
  3	1.5	0	-15	9	0.9	6	3	-1
CC(=O)n1cc(N(C(=O)CCl)c2ccc([N+](=O)[O-])cc2)c2ccccc21
  0	-0.87	-4	-16	1	-0.5	9	1	-5

The whole of this part, from the start:
Every second line gives: FXIIa inh 1536	KCC2 mod	FXIa inh	Furin inhibitor	hK5 inh	PERK inhibitor	p97 ATPase inh	Wee1 stabilizer	thrombin 1536
NNC(=O)c1cncc(Br)c1
  7	-1.9	1	-11	-1	-0.2	-5	-1	-1
O=C(NCc1ccco1)c1ccc2c(c1)N(Cc1ccccc1)C(=O)CS2
  7	-0.43	-1	-12[20 µM]	2	-2.6	-1	2	2
CN1CCN(CC(=O)Nc2ccccc2Oc2ccccc2)CC1
  5	0.45	0	-14	-6	-0.2	7	0	0
COc1ccc(OC)c(CNc2ccc([N+](=O)[O-])cc2C)c1
  100*	0.02	5	-9	0	-0.2	-3	6	-4
CC(=O)N(C1=C(O)c2ccccc2C(=O)C1=O)C1CCCCC1
  19	-0.26	13	-3	-1	0.7	-4	0	-1
CCC(CO)Nc1ncnc2c1cnn2-c1ccc(OC)cc1 (stereo unspecified)
  21	0.099	17	-27	-3	0.6	-3	5	-4
COc1ccc(NC(=O)CSC2=NCCN2)cc1
  3	1.5	0	-15	9	0.9	6	3	-1
CC(=O)n1cc(N(C(=O)CCl)c2ccc([N+](=O)[O-])cc2)c2ccccc21
  0	-0.87	-4	-16	1	-0.5	9	1	-5
COc1ccc(C)cc1NC(=O)COCC(=O)O
  14	/	-5	-18[20 µM]	-21	0.0	2	-3	-1
Fc1ccc(-c2n[nH]c(=S)n2CC2CCCO2)cc1 (stereo unspecified)
  6	0.45	0	-2[20 µM]	0	0.6	-6	-2	-2
CC(C)CSc1nc2ccccc2n1CC(N)=O
  14	0.57	5	-14	15	-0.9	-11	-2	1
COc1ccc(S(=O)(=O)NCCc2c(C)nn(C)c2Oc2ccccc2)cc1
  12	-0.32	2	-15[20 µM]	-15	-0.4	-3	1	-5
Cc1ccccc1OCC(=O)Nc1nnc(-c2ccncc2)s1
  1	1.2	-7	-13	-1	0.1	-6	1	-4
CC1=CC(C)(C)N(C(=O)CSc2nnc(N)s2)c2cc(C)c(C)cc21
  -16	-0.27	-9	2[20 µM]	-1	-2.0	-10	2	-6
COc1ccc(CCNC(=O)C(=O)Nc2ccc3nc4n(c(=O)c3c2)CCCCC4)cc1OC
  20	-1.3	4	-10	2	-1.3	-1	1	-1
C=CCN(c1ccccc1Cl)S(=O)(=O)c1cccc(C(=O)NCCc2ccc(OC)cc2)c1
  -3	-0.9	-4	4	-16	-0.9	-5	0	-6
Cc1cc(/C=C2/NC(=S)NC2=O)c(C)n1-c1cccnc1
  4	0.067	-1	-12	2	1.5	4	-3	-1
CCOC(=O)c1ccc(NC(=O)c2cc(S(=O)(=O)N3CCOCC3)ccc2O)cc1
  16	/	4	-12[20 µM]	-11	-0.1	-5	-1	0
CC(C)c1ccc(Nc2ncccc2C(=O)O)cc1
  14	0.75	4	-6	12	0.5	-3	1	-1
COc1cccc(C2=CC(c3ccccc3)n3nnnc3N2)c1 (stereo unspecified)
  15	-1.5	2	-33	-9	0.1	1	-1	0
CN(c1ccc(OCC(=O)OCC(=O)c2c(N)n(C)c(=O)n(C)c2=O)cc1)S(=O)(=O)c1ccc2ccccc2c1
  9	-0.14	5	-18	0	-0.5	10	0	-5
Nc1nnc(-c2cccc([N+](=O)[O-])c2)s1
  12	0.41	1	-24	1	0.2	4	-1	-3
CCOc1cc(C(=O)NC(C)COC)cc(OCC)c1OCC (stereo unspecified)
  11	0.25	2	-7[20 µM]	-16	0.9	-1	7	3
CCCCOc1ccc(/C(N)=N/O)cc1
  15	0.29	17	-30	-1	0.2	6	0	0
CCOC(=O)C1(CCC(C)C)CC(CSc2nc3ccccc3[nH]2)OC1=O (stereo unspecified)
  14	-0.15	-7	-16[20 µM]	-23	-0.7	-6	5	-13
O=C(NCCc1ccccn1)c1ccc(OC(F)F)cc1
  8	-0.16	-1	-28	-1	0.2	2	5	-2
CSc1nsc(SC)c1NC(=O)Nc1ccccn1
  12	-0.064	-2	-16	-9	1.1	6	-3	-2
C/C(=C\c1ccccc1)C(=O)Nc1nc2ccc([N+](=O)[O-])cc2s1
  12	0.21	4	-3	-14	0.8	2	-1	-7
CCCOc1ccc(C(=O)CCNc2ccc(C)c(Cl)c2)cc1
  17	0.026	14	-17[20 µM]	11	1.4	2	4	0
COC(=O)c1cc(NC(=O)C2COc3ccccc3O2)cc(C(=O)OC)c1 (stereo unspecified)
  17	0.034	5	-30[20 µM]	-11	-0.5	-3	0	-1
Cn1nc2sc3ccccc3n2c(=O)c1=O
  3	0.73	5	-19	-6	1.5	9	4	-3
CCOC(=O)c1sc2nc(C)nc(Nc3ccc(OC)c(OC)c3)c2c1C
  7	0.15	0	-25	-1	0.3	3	-1	12
COc1ccc(C(C)NC(=O)c2ccc(Br)cc2)cc1OC (stereo unspecified)
  1	-1.3	-1	-10	-10	0.1	3	3	-9
CC(C)Oc1nc(-c2ccccc2O)nc2ccccc12
  20	/	16	-9	-17	0.4	-1	-1	-1
CCCCCCC(=O)N1CCCC(c2nc(-c3cccc(OC)c3)no2)C1 (stereo unspecified)
  3	/	-1	-20	1	0.6	-8	-3	-4
O=C(CSc1ncnc2ccccc12)NCCc1ccccc1
  7	0.13	-12	-14	-6	0.2	3	-2	-21
CC(=O)N/N=C/c1cc(C(C)C)cc(/C=N/NC(C)=O)c1O
  6	5.7*	-2	-35	3	1.5	6	0	-11
COC(=O)C1(c2ccccc2)NC(c2ccc(O)cc2)C2C(=O)N(c3ccc4c(c3)OCO4)C(=O)C21 (stereo unspecified)
  3	0.09	-2	-22	3	0.5	4	-2	-2
CCOC(=O)c1nn(C23CC4CC(CC(C4)C2)C3)c2c1C(=O)N(c1ccc(C)cc1)C2=O
  21	-1.1	7	-14[20 µM]	30	2.1	2	1	5
O=C(NC(=S)N1CCN(c2ccc([N+](=O)[O-])cc2)CC1)c1ccccc1Cl
  7	0.62	-1	-15	-1	-0.5	-2	-1	0
CCOC(=O)C1=NOC(CNC(=O)c2ccccc2Cl)C1 (stereo unspecified)
  4	0.0048	-5	-20	-11	1.3	2	-2	0
CC(C)CCn1c(=O)c2ccccc2n2c(CN(C)Cc3ccccc3)nnc12
  16	/	4	-4[20 µM]	0	0.1	-3	-1	-2
Cc1ccc(SCC(=O)NC(=O)NCc2ccccc2)c(C)c1
  12	/	6	-16	-14	0.8	-1	3	2
N#Cc1ccc(CSc2nnc3ccccn23)cc1
  7	0.99	-2	-24	2	0.3	2	-1	2
COc1ccc(S(=O)(=O)Nc2cc3c(C(C)=O)c(C)oc3c3ccccc23)cc1
  -10	/	2	-8[20 µM]	4	-1.5	0	-1	-16
CCOC(=O)/C(C#N)=C\c1ccc(CC)s1
  6	0.011	5	-13[20 µM]	2	-0.3	4	-2	4
CC1CCC(C(C)C)C(OC(=O)COC(=O)c2ccc(=O)[nH]c2)C1 (stereo unspecified)
  14	-1.5	-1	-13	-4	-1.0	3	-1	-1
O=C(O)c1ccc(C2SCC(=O)N2Cc2ccccc2)cc1 (stereo unspecified)
  13	0.011	-3	-19[20 µM]	-9	1.0	-3	1	2
Cc1ccc(OCC(=O)N2CCCc3ccccc32)cc1
  16	-0.31	5	-23[20 µM]	-6	1.2	-5	0	2
Cc1ccc(S(=O)(=O)NC(=O)c2cc(C)n(CCCn3ccnc3)c2C)cc1
  15	-0.43	4	-10	-21	-0.3	1	-3	3
Cc1ccc(S(=O)(=O)NCC(=O)OCc2csc(-c3ccccc3)n2)cc1
  10	-2	9	-9	-19	1.1	1	1	-4
CC(C)CN(CC(C)C)CC(O)COc1ccccc1Br (stereo unspecified)
  4	-0.15	-4	-7	-12	-0.1	4	-1	-5
CCOC(=O)C(CC(=O)O)N1CCCCC1 (stereo unspecified)
  17	-0.13	3	-25	-14	0.8	8	1	-2
O=C(NC1CCCCCC1)c1c2c(nc3ccccc13)CCN(Cc1ccccc1)C2
  3	-0.39	-2	-17	-22	-0.3	0	0	-9
O=C(NC(=S)Nc1ccc(C(F)(F)F)cc1)c1csnn1
  3	67*	3	-10	-7	0.6	3	1	-7
O=C(Cn1nnc(-c2ccccc2)n1)Nc1ccccc1N1CCOCC1
  13	/	1	-17	7	-0.9	-2	-3	-5
